# Compound activity as filed in PubChem BioAssay.
# RXFP1 ag – agonists of human relaxin receptor RXFP1; Q9HBX9; HEK293T-RXFP1 cAMP TR-FRET, 30 min; response scale: percent of porcine relaxin response, buffer zero; Potency, µM (highest dose often 57.5 µM), for the others: at the top dose activation, most hits filed as activators; 370,000 compounds, 0.3% hits; AID 2676; also: potency is read from the fitted curve at half-maximal effect; % is scaled to controls: 0 for no effect and ±100 for the full control effect; nearly all actives have a fitted effect of over 60% in size; many of its hits are not listed in these tables
#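 Agonist response is measured as cAMP accumulation in an RXFP1-transfected HEK293T line under PDE4 inhibition. Values are scaled between buffer-only and 29 nM porcine relaxin, and EC50s come from standard Hill equation fits.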
# Glioma ERSR ind – inducers of ER stress response in human glioma cells; Potency, µM, inactives show top-dose activation, hits mostly activators; U87-MG GRP78 promoter luciferase reporter, 16 h; 420,000 compounds, 0.02% hits; also: potency is read from the fitted curve at half-maximal effect; series mostly up to about 76 µM; % of control where 0% means no effect; nearly all actives have a fitted effect of over 35% in size
#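 Stably transfected U87-MG glioma cells carrying a GRP78-based luciferase sensor; 16 h compound incubation. Luminescence end-point read 10 min after Bright-Glo addition at room temperature.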
# D1 agonist – human D1 receptor agonism. HEK293 T-REx D1 cells, calcium flux, agonist mode. activation, % at 2 µM. AID 504660. P21728. 360,000 compounds, 1% hits; in the data active = activation above about 30%; also: 0% is about no effect
# Target sequence (P21728 whole entry, looked up): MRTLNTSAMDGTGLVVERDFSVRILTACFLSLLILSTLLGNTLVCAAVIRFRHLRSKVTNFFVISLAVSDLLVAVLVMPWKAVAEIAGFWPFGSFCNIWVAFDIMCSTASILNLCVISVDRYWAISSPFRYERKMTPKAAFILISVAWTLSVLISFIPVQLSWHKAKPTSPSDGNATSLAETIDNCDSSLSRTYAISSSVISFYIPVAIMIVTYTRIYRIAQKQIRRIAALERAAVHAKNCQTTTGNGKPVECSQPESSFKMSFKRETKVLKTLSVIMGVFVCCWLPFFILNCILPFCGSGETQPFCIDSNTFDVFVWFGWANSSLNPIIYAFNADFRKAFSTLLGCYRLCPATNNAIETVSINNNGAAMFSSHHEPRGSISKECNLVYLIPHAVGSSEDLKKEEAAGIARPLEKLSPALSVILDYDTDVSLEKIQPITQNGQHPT
#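 Agonism was scored from calcium flux recorded over 180 s (1 read/s) after pintool compound addition, following a 10-cycle baseline. Cells were inducible force-coupled HEK293 TREx D1, plated overnight at 30 C and loaded with no-wash calcium dye.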
# RXFP1 antag – RXFP1 (human) relaxin receptor antagonism; Q9HBX9; HEK293-RXFP1, relaxin-stimulated cAMP HTRF, 30 min; hits give low values; activity change, negative = inhibition, % at 57.5 µM; 350,000 compounds, 0.59% hits; AID 1259400;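 active = activity change of -60% or lower, but not beyond a set lower limit; inconclusive = change between -60% and -40%, or beyond the set limit; inactive = change above -40%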; also: % is scaled to controls: 0 for no effect and ±100 for the full control effect
# D1 antag – human D1 dopamine receptor antagonism; 360,000 compounds, 3.2% hits; HEK293 TREx D1 cells, calcium flux, dopamine EC80; hits give low values; AID 504652; activity change, negative = inhibition, % at 10 µM; in the data active = activity change below about -30%; also: % is scaled to controls: 0 for no effect and ±100 for the full control effect
#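 Compound effects on dopamine-evoked calcium signalling were measured in tetracycline-induced HEK293 Trex D1 cells. Dopamine at EC80 followed a 180 s compound pre-read, and fluorescence was tracked kinetically for 180 s more.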
# D2 PAM – positively modulates the human D2 dopamine receptor allosterically | P14416 | HEK293 T-REx D2, calcium flux, EC20 dopamine potentiation | potentiation, % at 10 µM | 340,000 compounds, 0.34% hits | AID 485347;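 active = potentiation over 3 SD above the plate norm, cut at about 30% in these data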; also: 0% is about no effect
# Target sequence (P14416 whole entry, looked up): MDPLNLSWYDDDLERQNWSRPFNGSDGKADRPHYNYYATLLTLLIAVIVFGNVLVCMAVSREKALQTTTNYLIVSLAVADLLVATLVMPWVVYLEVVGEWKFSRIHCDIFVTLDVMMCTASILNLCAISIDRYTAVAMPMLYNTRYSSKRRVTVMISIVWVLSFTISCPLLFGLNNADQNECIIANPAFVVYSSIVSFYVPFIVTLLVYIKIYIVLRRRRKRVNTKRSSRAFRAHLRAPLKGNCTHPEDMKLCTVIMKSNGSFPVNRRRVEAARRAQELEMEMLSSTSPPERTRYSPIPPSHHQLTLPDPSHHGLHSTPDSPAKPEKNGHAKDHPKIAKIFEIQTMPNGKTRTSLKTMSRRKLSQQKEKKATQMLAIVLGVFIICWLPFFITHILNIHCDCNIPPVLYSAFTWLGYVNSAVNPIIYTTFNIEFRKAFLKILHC
#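 Potentiation of an EC20 dopamine calcium response is measured in a force-coupled, tetracycline-inducible Hek293 Trex D2 line. Compound-only kinetic reads over 180 s flag agonists before dopamine addition.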
# D1 PAM – potentiators of human D1 dopamine receptor. P21728. HEK293 TREx D1 cells, calcium flux, dopamine EC20 potentiation. potentiation, % at 10 µM. 360,000 compounds, 0.036% hits; in the data active = potentiation above about 30%; also: 0% is about no effect
# Vif-APOBEC3G blk – Vif-A3G binding inhibition; 410,000 compounds, 0.076% hits; HeLa A3G-eYFP + Vif (tagged APOBEC3G with the HIV-1 protein that degrades it), YFP fluorescence, overnight; Potency, µM (highest dose often 46.1 µM), without a hit: at the highest dose activity, negative = active, most hits filed as inhibitors; AID 602310; Q9HC16;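 also: potency is read from the fitted curve at half-maximal effect; % is scaled to controls: 0 for no effect and ±100 for the full control effect; nearly all actives have a fitted effect of over 60% in size; hits raise eYFP signal because A3G escapes Vif-driven loss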
#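 Read-out is eYFP fluorescence (Ex 488/Em 500-530) from Vif-expressing HeLa A3G-eYFP cells; more signal means A3G escaped Vif-mediated degradation. Cells plated overnight, compound pinned in, incubated overnight at 37 deg C.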
# Vif-A3F inh – blocks the Vif interaction with APOBEC3F. AID 602313. Potency, µM (series often up to 46.1 µM), for inactives: at the highest dose activity, negative = active. HeLa A3F-eYFP + Vif (tagged APOBEC3F with the HIV-1 protein that degrades it), YFP fluorescence increase. 390,000 compounds, 0.2% hits; also: potency is read from the fitted curve at half-maximal effect; % of control where 0% means no effect; nearly all actives have a fitted effect of over 65% in size
#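 Fluorescence increase (Ex 488/Em 500-530) after overnight compound treatment at 37 deg C flags inhibition of Vif-driven A3F-eYFP loss in stable HeLa A3F-eYFP/Vif cells seeded overnight beforehand.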
# Active calls of the source: *; ? = inconclusive; . = not tested or not shown. Unless noted, calls follow the shape of the dose curve; as a rule, active = well fitted curve in the direction sought with a large enough effect; inconclusive = small, poorly fitted or top-dose-only effect, or another doubt; inactive = no such curve, though single readings can be large; an effect the other way counts as inactive or inconclusive.
SMILES,RXFP1 ag,Glioma ERSR ind,D1 agonist,RXFP1 antag,D1 antag,D2 PAM,D1 PAM,Vif-APOBEC3G blk,Vif-A3F inh
Cc1ccc(S(=O)(=O)NCCc2nnc3ccc(SCC(=O)Nc4c(C)cc(C)cc4C)nn23)cc1,0.3%,-3%,-1,-18,5,3,1,2%,-4%
COC(=O)CN(c1ccc(OC)c(OC)c1)S(C)(=O)=O,-0.2%,-5%,1,4,19,-3,1,5%,0%
CCOc1ccc(NC(=S)N2C3CCCC2CC(NC(=O)C2CC2)C3)cc1 (stereo not given),0.3%,-4%,1,-11,-25,7,-6,0%,9%
Cc1cccc(CCNC(=O)C2CCCN(S(=O)(=O)c3ccc4c(c3)oc(=O)n4C)C2)c1 (stereo not given),7.3%,1%,-1,.,-50*,-19,-3,-3%,-7%
O=C(N/N=C/c1cccc(O)c1)N/N=C/c1cccc(O)c1,2.0%,-3%,1,-3,-8,-4,10,3%,13%
Cc1nc2cc(N3CCOCC3)c(NC(=O)C3CC3)cc2c(=O)n1Cc1ccccc1,0.1%,-8%,1,-2,-4,-4,-2,1%,6%
Cc1ccc(C(C(=O)NC2CCCCC2)N2CCN(C(=O)c3ccco3)CC2)cc1 (stereo not given),1.3%,-3%,1,-2,4,8,3,-3%,2%
COc1ccc(C2CC(=O)C3=C(C2)Nc2ncnn2C3c2ccccc2C)cc1 (stereo not given),0.9%,-4%,1,-6,-10,12,-3,-8%,-11%
CCOC(=O)C1=C(CSc2nc(C)cc(C)c2C#N)OC(N)=C(C#N)C1c1ccccc1 (stereo not given),0.8%,0%,8,-5,5,6,5,0%,3%
Cc1ccc2[nH]c3c(c2c1)CCCC3=O,-0.2%,2%,3,-5,3,3,0,-19%,4%
CCC(C(=O)Nc1ccccc1OC)n1c(C(=O)OC)cc2sc(Cl)cc21 (stereo not given),0.4%,-4%,3,-9,17,8,3,-2%,-1%
COc1cccc(-c2noc(COc3cccc(C)c3C)n2)c1,0.0%,3%,25,-23,4,-4,-1,-4%,3%
C=CCn1c(OCc2ccccc2)n[nH]c1=S,-2.4%,-3%,3,-6,5,.,7,5%,0%
CC(C)Cc1nc2sc3c(=O)[nH]cnc3c2c2c1CCC2,20%,-2%,2,.,-3,3,6,3%,-15%
Cc1cc(C)cc(NC(=O)Nc2c[nH]c(=O)[nH]c2=O)c1,-0.9%,-1%,4,.,-1,-6,-3,0%,-5%
CC(C)c1ccccc1-n1c(-c2cccnc2)n[nH]c1=S,-0.8%,-3%,0,-26,7,11,-3,5%,-2%
O=C(NCc1cccnc1)c1cccc2c1C(=O)N(Cc1cccnc1)C2,2.2%,-2%,1,4,5,-3,-4,-7%,-9%
COc1cccc(NC(=O)CN(C)C(=O)CN2C(=O)NC(C)(c3ccc(C)cc3)C2=O)c1 (stereo not given),-0.5%,-2%,4,-6,-1,-10,2,-3%,3%
Nn1c(Cc2ccccc2F)nnc1SCC(=O)N1CC(=O)Nc2ccccc21,1.8%,-5%,-1,2,-8,-10,-3,4%,-8%
O=C1NN(c2ccccc2)C(=O)/C1=C\c1cccn1-c1ccc(Cl)c([N+](=O)[O-])c1,4.3%,0%,2,-8,13,-15,1,-3%,-6%
Nc1cccnc1Sc1ccccc1,.,1%,.,-12,.,.,.,0%,8%
Nc1nc(-c2ccco2)nn1C(=O)c1ccccc1Cl,1.7%,-10%,1,4,26,3,-4,-19%,-5%
O=C(Nc1ccc(F)cc1)c1nc[nH]c1C(=O)O,0.3%,-3%,1,4,9,-2,-2,0%,-23%
O=C(O)CCCC(=O)Nc1cccc2cccnc12,1.3%,-4%,0,-2,-95*,-6,-8,0%,2%
CCOC(=O)c1c(N)sc2c1CCS(=O)(=O)C2,-0.6%,-2%,0,7,-19,6,-6,2%,-5%
COc1ccc2c(C)c(CCC(=O)NCc3cccc(Cl)c3)c(=O)oc2c1,3.5%,-4%,4,-8,-1,0,-1,-4%,-1%
Cn1cnnc1Sc1ccc(/C=C(\CCC(=O)O)c2nc3ccccc3s2)cc1[N+](=O)[O-],1.3%,-4%,1,-17,10,.,-7,4%,10%
NC(=O)C1=C[C@@H](c2ccc(C(F)(F)F)cc2)C[C@@H](OCc2ccc(CO)cc2)O1,0.7%,-3%,-3,.,-13,0,0,-3%,6%
Cc1ccc(C(=O)N/C(=C\c2ccccc2)C(=O)NCC2CCCO2)cc1 (stereo not given),3.7%,-5%,2,-3,-5,15,4,1%,-6%
CSc1ncc(F)c(N(CCO)CCO)n1,4.2%,-3%,4,2,8,-7,-1,-1%,-14%
O=C(c1noc2c1CCCC2)N1CCCCC1,1.4%,-2%,3,7,-19,25,-5,0%,-8%
c1cc(CN2CCN(C3CCCCCC3)CC2)ccn1,2.8%,1%,2,-2,-14,-2,-5,5%,7%
CC1CCCC(NC(=O)CSc2ncccc2C(=O)O)C1C (stereo not given),-0.8%,-1%,0,11,-9,-3,-4,0%,9%
Cc1cc(C)cc(N(CC(=O)NCC2CCCO2)S(=O)(=O)c2c(C)noc2C)c1 (stereo not given),0.8%,-2%,0,.,-27,-7,-6,1%,-5%
CCOC(=O)C1=C(c2ccccc2)N(C)C(=O)NC1c1ccc(OC(F)F)c(OC)c1 (stereo not given),1.2%,-3%,11,-1,5,-4,3,1%,7%
O=C(O)c1ccccc1C(=O)NCC(O)COc1ccc(Cl)cc1 (stereo not given),-1.9%,2%,1,-6,0,1,-4,1%,-16%
COc1ccc(NC(=S)Nc2ccc(S(=O)(=O)N3CCCCC3)cc2)cc1,.,-5%,.,-1,.,.,.,0%,-2%
Cc1cc(C)c(C)c(N=Nc2nc3ccccc3n2C)c1C,-0.1%,-9%,6,-23,7,-6,0,-9%,?
CC(C)(NO)/C(=N\O)c1ccc(Cl)cc1,0.6%,-2%,0,1,-21,-4,-6,0%,9%
Cc1cc(C)c(C)c(S(=O)(=O)N2CCN(C(=O)c3cc(=O)[nH]c4ccccc34)CC2)c1C,2.2%,-5%,1,-17,4,1,-2,-1%,-2%

# A different layout for some results above.
SMILES | RXFP1 ag | Glioma ERSR ind | D1 agonist | RXFP1 antag | D1 antag | D2 PAM | D1 PAM | Vif-APOBEC3G blk | Vif-A3F inh
CSc1ncc(F)c(N(CCO)CCO)n1 | 4.2% | -3% | 4 | 2 | 8 | -7 | -1 | -1% | -14%
O=C(c1noc2c1CCCC2)N1CCCCC1 | 1.4% | -2% | 3 | 7 | -19 | 25 | -5 | 0% | -8%
c1cc(CN2CCN(C3CCCCCC3)CC2)ccn1 | 2.8% | 1% | 2 | -2 | -14 | -2 | -5 | 5% | 7%
CC1CCCC(NC(=O)CSc2ncccc2C(=O)O)C1C (stereo not given) | -0.8% | -1% | 0 | 11 | -9 | -3 | -4 | 0% | 9%
Cc1cc(C)cc(N(CC(=O)NCC2CCCO2)S(=O)(=O)c2c(C)noc2C)c1 (stereo not given) | 0.8% | -2% | 0 | . | -27 | -7 | -6 | 1% | -5%
CCOC(=O)C1=C(c2ccccc2)N(C)C(=O)NC1c1ccc(OC(F)F)c(OC)c1 (stereo not given) | 1.2% | -3% | 11 | -1 | 5 | -4 | 3 | 1% | 7%
O=C(O)c1ccccc1C(=O)NCC(O)COc1ccc(Cl)cc1 (stereo not given) | -1.9% | 2% | 1 | -6 | 0 | 1 | -4 | 1% | -16%
COc1ccc(NC(=S)Nc2ccc(S(=O)(=O)N3CCCCC3)cc2)cc1 | . | -5% | . | -1 | . | . | . | 0% | -2%
Cc1cc(C)c(C)c(N=Nc2nc3ccccc3n2C)c1C | -0.1% | -9% | 6 | -23 | 7 | -6 | 0 | -9% | ?
CC(C)(NO)/C(=N\O)c1ccc(Cl)cc1 | 0.6% | -2% | 0 | 1 | -21 | -4 | -6 | 0% | 9%
Cc1cc(C)c(C)c(S(=O)(=O)N2CCN(C(=O)c3cc(=O)[nH]c4ccccc34)CC2)c1C | 2.2% | -5% | 1 | -17 | 4 | 1 | -2 | -1% | -2%

# Later entries
SMILES,RXFP1 ag,Glioma ERSR ind,D1 agonist,RXFP1 antag,D1 antag,D2 PAM,D1 PAM,Vif-APOBEC3G blk,Vif-A3F inh
Cc1ccc(C(=O)NC(C)C2CC3CCC2C3)cc1 (stereo not given),.,5%,.,-2,.,.,.,0%,-3%
COc1ccc(N(C(=O)CS(=O)CC(=O)Nc2ccc(F)cc2)C(C(=O)NC2CCCCC2)c2cccs2)cc1 (stereo not given),-0.5%,-1%,1,-11,0,.,-4,1%,0%
CCN(CC)S(=O)(=O)c1cc(C(=O)NC2CCCCC2)ccc1C,1.5%,1%,2,-21,1,-5,-2,2%,-5%
CCn1nc(C(=O)Nc2ccccc2N2CCCC2)c2ccccc2c1=O,7.9%,-6%,0,30,11,10,8,4%,?
Cc1ccc(C(=O)OCc2nnc(-c3ccccc3)o2)s1,-0.4%,0%,7,14,-10,15,-3,7%,0%
S=C(NCc1cccs1)Nc1ccccc1Cl,0.4%,4%,8,.,-14,3,-6,1%,-6%
Cc1sc(NC(=O)c2cccc([N+](=O)[O-])c2)c(C(N)=O)c1-c1ccc(C(C)(C)C)cc1,-0.8%,-1%,2,-8,-7,-3,-7,-1%,7%
COc1ccc(NC(=O)Cn2c(SCc3ccc(F)cc3)nc3cccnc32)cc1OC,2.5%,1%,6,-7,-5,-1,2,3%,1%
O=C(NCCc1ccccc1)C1CCCN(S(=O)(=O)c2cnc[nH]2)C1 (stereo not given),-1.2%,-3%,3,.,-3,-1,.,1%,2%
Cn1c2c(c(=O)n(C)c1=O)C(c1cccc([N+](=O)[O-])c1)Nc1ccccc1O2 (stereo not given),5.6%,-6%,1,-5,-6,6,-7,-5%,-17%
COCCCNc1oc(COc2ccc(Cl)cc2Cl)nc1C#N,4.4%,2%,6,-11,-3,-1,1,-9%,8%
Cc1ccc(S(=O)(=O)N/N=C/c2ccc(OC3CSC3)cc2)cc1,1.4%,10%,61*,-17,-21,9,-9,9%,6%
Cc1ccc2sc(N(CCCN(C)C)C(=O)c3ccc(S(=O)(=O)N4CCOCC4)cc3)nc2c1C,0.7%,-3%,12,-14,7,-2,-4,0%,-10%

# Not all compounds are listed (hit frequency here may not be typical).
